Screens (PubChem)
ELG1 repair inh: blocks ELG1-dependent DNA repair in HEK293T cells | 330,000 compounds, 2.3% hits | AID 504467 | Potency, µM (highest dose often 46.1 µM), for the others: at the top dose activity change, negative = inhibition, most hits filed as inhibitors | HEK293T ELG1-luciferase reporter, luminescence, 16 h; DNA damage induced by 5-fluorouridine; further: potency means the concentration at half of the fitted maximal effect; on the % scale 0 is the no-effect control and ±100 the full control effect; nearly all actives have a fitted effect of over 55% in size
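HEK293T cells expressing luciferase-tagged ELG1 (2,000/well) received 5-Fluorouridine plus compound or DMSO for 16 hr at 37 °C. Luciferase was read by ONE-Glo luminescence after 30 min at room temperature.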
TSHR antag: human thyrotropin receptor antagonism. P16473. TSHR-expressing cells, TSH-stimulated cAMP HTRF, 2 h; hits give low values. activity change, negative = inhibition, % at 11.5 µM. 330,000 compounds, 0.2% hits;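 active means activity change below a set negative limit, meaning inhibition stronger than a set level, cut at about -70% in these data; inconclusive means activity change between two set negative limits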; further: on the % scale 0 is the no-effect control and ±100 the full control effect
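Cell-based HTRF cAMP assay; TSHR cells + compound, TSH EC80 (4nM final), 2 h, 37 deg C. Lysis with anti-cAMP cryptate and cAMP-d2, 30 min RT, read 665/620 nm.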
KCNH2 3.1 block: inhibitors of human KCNH2 3.1 potassium channel isoform; U2OS KCNH2 3.1, thallium flux FluxOr; hits give low values; activity change, % (tested at about 1.8 µM); 340,000 compounds, 0.95% hits;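 active means maximum activity change below -70%; inconclusive means maximum activity change from -70% to -50%; inactive means maximum activity change above -50%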;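 further: thallium influx rate constant from kinetic fluorescence after stimulation buffer; on the % scale 0 is the no-effect control and ±100 the full control effect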
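Thallium flux read-out: FluxOr dye with Red40 quencher in HBSS/HEPES, 45 min at RT. Rate constants from kinetic reads were normalized to positive and negative DMSO controls. Cells: U2OS virally expressing the 3.1 isoform.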
KCNH2 WT inh: inhibitors of human wildtype KCNH2 potassium channel; Q12809; activity change, % at 1.84 µM; 340,000 compounds, 0.37% hits; U2OS, BacMam KCNH2, thallium flux FluxOr; hits give low values; AID 720551;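 active means maximum activity change below -70%; inconclusive means maximum activity change between -70% and -50%; inactive means maximum activity change above -50%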; further: on the % scale 0 is the no-effect control and ±100 the full control effect
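U2OS cells transduced with wild-type KCNH2 virus are loaded with FluxOr dye for 45 min, and thallium flux is measured in kinetic reads before and after stimulation buffer. Rate constants are normalized to DMSO controls.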
USP2a block: inhibitors of human ubiquitin-specific protease USP2a; O75604; USP2 core, Ub-CHOP2 coupled fluorogenic reporter, 485/531; Potency, µM (highest dose often 38.3 µM), for the others: top-dose activity change, negative = inhibition, most hits filed as inhibitors; 330,000 compounds, 0.01% hits;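 further: potency means the concentration at half of the fitted maximal effect; plate controls were DMSO wells for no effect and full inhibition by NEM control for full effect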
Target sequence (O75604 whole entry, looked up): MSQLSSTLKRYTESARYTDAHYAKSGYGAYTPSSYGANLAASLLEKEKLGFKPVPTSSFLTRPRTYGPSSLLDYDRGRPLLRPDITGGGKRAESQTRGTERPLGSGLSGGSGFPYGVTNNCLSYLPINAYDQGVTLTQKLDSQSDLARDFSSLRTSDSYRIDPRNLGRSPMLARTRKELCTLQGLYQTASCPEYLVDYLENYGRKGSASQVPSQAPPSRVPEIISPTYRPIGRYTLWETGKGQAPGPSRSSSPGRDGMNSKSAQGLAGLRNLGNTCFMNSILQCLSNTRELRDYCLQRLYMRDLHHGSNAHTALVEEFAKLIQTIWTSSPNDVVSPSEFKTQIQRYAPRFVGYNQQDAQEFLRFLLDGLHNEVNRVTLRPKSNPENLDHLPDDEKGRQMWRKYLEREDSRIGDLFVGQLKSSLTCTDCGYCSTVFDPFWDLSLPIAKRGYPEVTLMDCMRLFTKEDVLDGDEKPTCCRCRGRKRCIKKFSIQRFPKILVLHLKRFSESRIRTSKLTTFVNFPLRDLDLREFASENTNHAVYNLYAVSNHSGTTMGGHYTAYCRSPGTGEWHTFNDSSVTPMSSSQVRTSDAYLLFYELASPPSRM
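Cell-free coupled assay: 10nM USP2 core preincubated 30min RT with compound in Tris-HCl pH 8.0/CaCl2/CHAPS buffer, then 25nM Ub-CHOP2 and 25nM reporter substrate; fluorescence (Ex 485/Em 531) read after 60min RT, normalized to NEM inhibition, concentration-response curves fitted.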
Mito fusion act: mitochondrial division inhibition or fusion activation; S. cerevisiae fusion-defective mutant growth rescue, CellTiterGlo 48 h; Potency, µM (titrated, usually from 46.1 µM), for the others: top-dose growth rescue (activation), usual class: activators; 320,000 compounds, 0.23% hits; AID 485298;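 further: potency means the concentration at half of the fitted maximal effect; % of control where 0% means no effect; nearly all actives have a fitted effect of over 45% in size; temperature-sensitive fusion mutants such as fzo1-1 at 37 °C on non-fermentable ethanol glycerol medium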
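Luminescent cell viability in 1536-well qHTS format served as the measure of rescued growth in ts fusion-mutant S. cerevisiae cultured on non-fermentable YPEG for 48 hours at 37C.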
Eya2 inh: blocks the phosphatase activity of human Eya2. O00167. recombinant Eya2, OMFP fluorescence dephosphorylation (OMFP is methylfluorescein phosphate). Potency, µM (titrated, usually from 76.9 µM), for inactives: at the top dose activity, negative = inhibition, actives largely listed as inhibitors. 330,000 compounds, 0.006% hits; further: potency means the concentration at half of the fitted maximal effect; on the % scale 0 is the no-effect control and ±100 the full control effect
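Eya2 (0.2 uM) preincubated 10 min at ambient with compound, then OMFP substrate added at 50 uM; 10 min reaction in 50 mM HEPES pH 7.5, 50 mM NaCl, 5 uM MgCl2, 0.05% BSA, 1 mM DTT. Fluorescence read at Ex 485/Em 525 nm.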
TRPV1 ag: agonists of human vanilloid receptor 1 (TRPV1) | 320,000 compounds, 0.19% hits | Q8NER1 | TRPV1-expressing cells, Fluo-8 calcium influx, agonist mode | activation, % at 8.33 µM | AID 540275; in the data active means activation above about 80%; inconclusive means between about 30% and that limit; further: 0% is about no effect
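Fluo-8 calcium influx in TRPV1-expressing cells, kinetic read (ex 480/em 520 nm). Compound added and read 3 min for agonist activity, followed by capsaicin at EC20 final and 2 min further read for enhancement.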
AT treatment: candidate therapy for ataxia-telangiectasia; […] A-T fibroblasts, KAP-1 phosphorylation AlphaLISA; neocarzinostatin DNA damage 30 min before lysis; Potency, µM (top dose mostly 57.5 µM), for the others: at the top dose activation, most hits filed as activators; 320,000 compounds, 0.19% hits; further: potency means the concentration at half of the fitted maximal effect; % of control where 0% means no effect; nearly all actives have a fitted effect of over 45% in size
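ATM-like activity read as KAP-1 phosphorylation via AlphaLISA donor/acceptor antibody pairs after lysis and 6 hr at 25C. Cells were ATM-null patient fibroblasts ([…], hTERT), dosed 60 min, then exposed to the DSB inducer NCS for 30 min.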
TCR act: activates T cell receptor signaling | primary human leukocytes, anti-CD3, IL-2 HTRF, 48 h | Potency, µM (top dose mostly 9.22 µM), for the others: top-dose activation of IL-2 secretion, most hits filed as activators | 330,000 tested, under 10 active | AID 504894; further: % of control where 0% means no effect
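Readout: HTRF IL-2, Eu-cryptate/d2 antibody pair, 320nm excitation, 665nm emission. Stimulus: a-CD3 beads, no co-stimulation. Cells: primary human leukocytes. Exposure: 48 hr with compound.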
An asterisk follows results filed as active; ? = inconclusive; . = no result given; [ ] = remark or other dose. Unless noted, the call rests on the fitted dose curve; in most records, active means well fitted curve in the direction sought with a large enough effect; inconclusive means small, poorly fitted or top-dose-only effect, or another doubt; inactive means no such curve, though single readings can be large; an effect the other way counts as inactive or inconclusive.

Below each compound: ELG1 repair inh, TSHR antag, KCNH2 3.1 block, KCNH2 WT inh, USP2a block, Mito fusion act, Eya2 inh, TRPV1 ag, AT treatment, TCR act
- COCCOC(=O)C1=C(C)N=C2SCCC(=O)N2C1/C=C/c1ccccc1 (stereo not drawn)
→ 4%, 7, -11, -4, 0%, 3%, -1%, -7, -7%, 1%
- Cc1ccc(S(=O)(=O)N(c2cccc(C(F)(F)F)c2)C2C=CS(=O)(=O)C2)cc1 (stereo not drawn)
→ 1%, -5, -2, 12, 2%, 2%, -17%[15.4 µM], 8, -1%, .
- O=C(CSc1nnc(Nc2ccccc2F)s1)NC1CCCC1
→ ?, 0, 9, 1, -1%, 3%, 2%, 15, 14%, 6%
- CCOc1cc(S(=O)(=O)NCCCN2CCOCC2)ccc1F
→ 1%, 6, -2, 16, 1%, 2%, 0%, 0, 2%, 5%
- Cc1nnc(NC(=O)CSc2nnc(Cc3ccccc3)n2Cc2ccccc2)s1
→ ., ., -14, -9, ., 13%, ., 4, ., 5%
- CC(=O)Nc1ccccc1OC(C)C(=O)N1CCC(C)CC1 (stereo not drawn)
→ -28%, -5, -10, -1, 0%, 3%, 5%, -1, -4%, -7%
- COc1ccc(/C(N)=N/OC(=O)Cc2ccccc2)cc1
→ ?, 6, 4, -2, -5%, 1%, -16%, 24, 6%, 3%[46.1 µM]
- CCCCSc1nc2c(cnn2-c2ccc(Cl)cc2)c(=O)[nH]1
→ 2%, 4, 7, 4, -4%, -5%, 3%, ., -1%, -3%
- Cc1ccccc1C(=O)Nc1ccccc1NC(=O)c1ccccc1Br
→ -7%, 8, -4, 4, -1%, -1%, 2%, 5, -9%, 1%
- CC1CC(C)(C)NC(=S)N1CCCC(=O)Nc1ccc(F)cc1 (stereo not drawn)
→ -1%, 0, 9, 4, 9%, 0%, 17%, 3, -5%, 4%
- Cc1cc(C)nc(N(C#N)Cc2ccccc2)n1
→ 19%, 33, 10, -6, 2%, 8%, 11%, -4, 18%, -13%
- CCCCc1ccc(NC(=O)C(C)CC)cc1 (stereo not drawn)
→ ?, -5, -22, -5, 3%, -10%, 6%, -2, -7%, -6%
- CCC(C)(C)NC(=O)C(c1ccc(F)cc1)N(Cc1cccc(OC)c1)C(=O)c1cnccn1 (stereo not drawn)
→ 17%, -8, -39, 7, 4%, -5%, -1%, 8, -5%[11.5 µM], 1%
- CCN(c1ccccc1)c1nc2nonc2nc1NCCO
→ 12%, 0, -7, -6, -5%, -3%, -1%, -1, 4%, 4%
- N#CCC(=O)Nc1ccc(C(=O)Nc2ccc3c(c2)OCO3)cc1
→ 0%, -13, -1, 4, -2%, 1%, 7%, 1, -5%, 15%
- COc1ccc(CC(=O)NCc2n[nH]c(=S)n2-c2ccccc2)cc1
→ ?, 10, 19, 4, 1%, 4%, 2%, 1, -3%, 0%
- Cc1onc(-c2ccccc2)c1C(=O)Nc1ccon1
→ -4%, -3, 8, -15, -6%, 3%, 12%, -5, ., .
- COc1ccc2c(CN(C)c3ccccc3)cc(=O)oc2c1
→ 7%, -2, -3, 0, 0%, 24%, 10%, 5, -1%, 8%
- Nc1ccc(-c2cc3ccccc3oc2=O)cc1
→ 15%, 7, 9, 3, 2%, -1%, -3%, 2, 0%, .
- c1ccc(-c2nnc(CN3CCCc4ccccc43)o2)cc1
→ ?, 16, 0, 6, 0%, -5%, 4%, 2, ., 2%

Among those listed so far, 3 contain two or more sulfur atoms:
Below each compound: ELG1 repair inh, TSHR antag, KCNH2 3.1 block, KCNH2 WT inh, USP2a block, Mito fusion act, Eya2 inh, TRPV1 ag, AT treatment, TCR act
- Cc1ccc(S(=O)(=O)N(c2cccc(C(F)(F)F)c2)C2C=CS(=O)(=O)C2)cc1 (stereo not drawn)
→ 1%, -5, -2, 12, 2%, 2%, -17%[15.4 µM], 8, -1%, .
- O=C(CSc1nnc(Nc2ccccc2F)s1)NC1CCCC1
→ ?, 0, 9, 1, -1%, 3%, 2%, 15, 14%, 6%
- Cc1nnc(NC(=O)CSc2nnc(Cc3ccccc3)n2Cc2ccccc2)s1
→ ., ., -14, -9, ., 13%, ., 4, ., 5%

Part of the list above with just TSHR antag, AT treatment and Mito fusion act:
canonical_smiles,TSHR antag,AT treatment,Mito fusion act
Cc1nnc(NC(=O)CSc2nnc(Cc3ccccc3)n2Cc2ccccc2)s1,.,.,13%
CC(=O)Nc1ccccc1OC(C)C(=O)N1CCC(C)CC1 (stereo not drawn),-5,-4%,3%

Going on with the list:
Below each compound: ELG1 repair inh, TSHR antag, KCNH2 3.1 block, KCNH2 WT inh, USP2a block, Mito fusion act, Eya2 inh, TRPV1 ag, AT treatment, TCR act
- COc1ccccc1NS(=O)(=O)c1cc(NC(=O)c2ccncc2)ccc1N1CCCC1
→ ?, -3, 7, 1, -9%, -23%, -6%, 27, 9%, 2%
- COCCCNC(=O)CSc1nc2c(sc3ccccc32)c(=O)n1CCCC(=O)NCC1CCCO1 (stereo not drawn)
→ ?, 16, -9, -2, 2%, ?, 3%, -17, 2%, -1%
- COc1ccccc1C(=O)N/C(=C/c1ccc2c(c1)OCO2)C(=O)Nc1cccc(C(=O)O)c1
→ -4%, 11, -3, -9, 1%, -3%, -9%, -1, -5%, 4%
- CCOc1ccc(-c2noc(CCC(=O)NC3CCCCC3)n2)cc1OC
→ ?, 16, 2, -3, 1%, 2%, 4%, -5, 4%, 6%
- O=C(NCCc1ccccc1)C(=O)NCc1ccncc1
→ -13%, 12, 3, ., 1%, 10%, 4%, 1, -3%, -1%[46.1 µM]
- Cc1cc(C)nc(NS(=O)(=O)c2ccc(NC(=O)Cc3ccc(F)cc3)cc2)n1
→ -4%, 8, 4, 1, -1%, 0%, -7%, -2, 8%, 2%
- O=C1C=C(N(CCO)Cc2ccccc2)c2ccccc2C1=O
→ 8.2µM*, 9, 5, -7, 1%, -10%, -7%, 0, ?, -4%
- C/C(=C\c1ccc(N)cc1)c1nc2ccccc2[nH]1
→ ?, -1, 20, 0, -1%, -19%, -12%, 2, 8%, 1%
- COc1ccc(CCC(=O)NCc2ccc3c(c2)OCO3)cc1
→ 0%, 1, -2, -18, 2%, -1%, 14%, 7, -8%, -1%
- C/[N+]([O-])=C\c1ccc([N+](=O)[O-])o1
→ ?, -5, 1, 13, 1%, -3%, -8%, 1, 0%, 0%
- CC[C@]12c3[nH]c4cc(-c5ccco5)ccc4c3CCN1C(=O)[C@@H](CC(=O)NCCN1CCOCC1)C[C@@H]2C(=O)N1CCN(C(=O)c2ccco2)CC1
→ 24%, 2, 5, -10, 3%, ., 8%, ., 4%, 0%[46.1 µM]
- O=C(Nc1cccc(S(=O)(=O)N2CCCC2)c1)c1ccncc1
→ -2%, 0, -4, 5, 1%, 0%, 7%, 1, 7%, 4%
- CCOC(=O)C1CCCN(C(=O)c2cc(COc3ccc(C)nc3)on2)C1 (stereo not drawn)
→ ?, 5, ., 8, 2%, 2%, 3%, 3, 10%, -1%
- COc1ccc(Cc2nnc(N/N=C/c3ccc(O)cc3O)[nH]c2=O)cc1OC
→ 0%, -13, -4, 26, 5%, -2%, -1%, 0, ., -7%[46.1 µM]
- CCCN1CCC(NC(=O)Nc2ccc(F)cc2F)CC1
→ 0%, 3, -20, 8, -3%, 1%, 4%, 2, 0%, 1%
- COc1cc(N=Nc2c(O)c3ccccc3[nH]c2=O)c(OC)cc1N=Nc1ccccc1
→ 5%, -7, 4, 13, 10%, -15%, ?, -1, -2%, -4%
- O=C(OC1CCCCC1=O)c1cc(S(=O)(=O)N2CCOCC2)ccc1F (stereo not drawn)
→ 24%, -7, -9, -5, 0%, -2%, 0%, -2, 3%, 6%
- c1coc(CN(Cc2cccs2)Cc2nnnn2C2CCCCC2)c1
→ -17%, -8, -15, -28, 3%, 14%, -23%, 19, -1%, 0%[46.1 µM]
- Cc1ccc(C(C(=O)NCCc2ccccc2)N(C(=O)c2csnn2)C2CC2)cc1 (stereo not drawn)
→ 2%, 6, -17, -15, 1%, 6%, -19%, 20, 6%, -2%
- CC(C)CCC(C(=O)O)C(C)CC(=O)Nc1ccn(-c2ccccc2)n1 (stereo not drawn)
→ 0%, -3, 0, -7, 0%, 1%, -10%, -2, -3%, 1%

Some of the entries above in another layout.
CCCN1CCC(NC(=O)Nc2ccc(F)cc2F)CC1
  ELG1 repair inh: 0% | TSHR antag: 3 | KCNH2 3.1 block: -20 | KCNH2 WT inh: 8 | USP2a block: -3% | Mito fusion act: 1% | Eya2 inh: 4% | TRPV1 ag: 2 | AT treatment: 0% | TCR act: 1%
COc1cc(N=Nc2c(O)c3ccccc3[nH]c2=O)c(OC)cc1N=Nc1ccccc1
  ELG1 repair inh: 5% | TSHR antag: -7 | KCNH2 3.1 block: 4 | KCNH2 WT inh: 13 | USP2a block: 10% | Mito fusion act: -15% | Eya2 inh: ? | TRPV1 ag: -1 | AT treatment: -2% | TCR act: -4%

Not all compounds are listed; the hit share may differ from the screen's.
